E coli WT inh = blocks growth of wild type E. coli BW25113. E. coli BW25113 growth inhibition, OD600. inhibition, % at 10 µM. hit rate 0.05% among 20,000. AID 552; in the data active = inhibition above about 40%;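 note: bacteria exposed to compound for 20 hours at 37 °C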
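System: bacterial strain in a whole-cell growth screen; medium: LB broth with 50 µg/mL kanamycin; detection: absorbance at 615 nm; schedule: 20 h exposure, 37 °C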
An asterisk follows results filed as active.

SMILES	E coli WT inh
O=C(NCc1cccnc1)C1c2ccccc2C(=O)N1Cc1ccco1 (stereo not given)	4
COc1ccc(C(=O)Nc2ccc(S(=O)(=O)Nc3nccnc3OC)cc2)cc1OC	8
Cc1ccc(-n2ncc(C(=O)NCc3ccc4c(c3)OCO4)c2NC(=O)c2ccco2)cc1C	2
COc1ccc(-c2noc(CCC(=O)Nc3ccc(C)c(C)c3)n2)cc1	4
CCc1c(C)nc(SCCOc2ccc(OC(C)C)cc2)[nH]c1=O	-2
COC(=O)c1c(NC(=O)CN2CCN(c3ccccc3)CC2)c2c(C)cccc2n1C	-18
CC(C)c1ccc(-c2nc(N3CCCCC3)[nH]c(=O)c2C#N)cc1	9
CCOc1ccc(S(=O)(=O)n2nnc3ccccc32)cc1C(C)C	-13
CN(C)C(=O)CSc1nnc(C23CC4CC(CC(C4)C2)C3)o1	0
O=C(O)C1C2C=CC(C2)C1C(=O)OCc1ccccc1 (stereo not given)	-14
Cc1cccc(C)c1OCC(=O)Nc1cccc(NC(=O)c2ccco2)c1	-7
Cc1ccc(S(=O)(=O)Cn2nnnc2CN(Cc2ccco2)Cc2cccs2)cc1	-4
O=C(CC1COc2ccccc2O1)NC1CCCCC1 (stereo not given)	-7
CC(C)C(=O)Nc1ccc(NC(=O)c2cc3ccccc3o2)cc1	-18
CC(=O)Nc1ccc(S(=O)(=O)N2CCSC2c2ccccc2)cc1 (stereo not given)	-1
COCCN1Cc2cccc(C(=O)Nc3cccnc3)c2C1=O	-2
Cc1nn(-c2ccccc2)c2c1C(c1c(C)[nH]c(C#N)c1C)C(C#N)=C(N)O2 (stereo not given)	7
CC1CCCCC1NC(=O)Cn1nnc(-c2ccc(Cl)cc2)n1 (stereo not given)	4
CCn1c(Cn2nnc(-c3ccccc3)n2)nnc1SCC(=O)N1CCOCC1	-14
Cc1ccc(-n2ncc3c(=O)[nH]c(SCC(=O)N4CCN(c5ccccc5)CC4)nc32)cc1	-1
Cc1ccc(NC(=O)Nc2ccc3c(c2)N(C)C(=O)CS3)nc1	8
CC1(C)Cc2c(c(-c3ccccc3)nc(N3CCCC3)c2C(N)=O)CO1	4
O=C(O)c1ccc2c3c(ncnc13)-c1ccccc1C2=O	11
Cc1cc(NC(=O)Cn2cnc3c(cnn3C(C)(C)C)c2=O)no1	0
C=CCn1c(SCC(=O)O)nnc1-c1cccc(Cl)c1	-2
Next section:
SMILES	E coli WT inh
COc1cccc(NC(=O)C2CCN(S(C)(=O)=O)CC2)c1	-7
Cc1ccc2nc3c(cc2c1)CN(Cc1ccco1)C(=NCC1CCCO1)S3 (stereo not given)	3
CC(Sc1nc(N)cc(=O)[nH]1)C(=O)NC1CCCCC1 (stereo not given)	-14
Cc1cc(Br)ccc1NC(=O)CCN1C(=O)c2ccncc2C1=O	6
O=S(=O)(Cc1ccccc1Cl)Nc1ccccn1	2
OCCN(Cc1ccccc1)CC1CC2C=CC1C2 (stereo not given)	3
COC(=O)Cc1cc(=O)[nH]c(Nc2nc3ccccc3o2)n1	10
COCCNC(=O)CN1CCN(Cc2cccc(Cl)c2)C1=O	5
CCc1ccc(OCC(=O)NCc2ccco2)c(Br)c1	-18
COc1ccc2c(=O)c3c(=O)n(Cc4ccco4)c(-c4cc(OC)c(OC)c(OC)c4)nc3oc2c1	1
Oc1ccc(Cl)cc1CNc1ccc(Br)cn1	-7
C=CCn1c(SC(C)C(=O)NC2(C#N)CCCCC2)nnc1-c1ccc(OC)cc1 (stereo not given)	5
Cc1nc2c(c(=O)n1CCC1=CCCCC1)c1nc3ccccc3nc1n2/N=C/c1ccco1	-14
O=c1[nH]c(CN2CCN(CCO)CC2)nc2ccccc12	-15
CC(=O)Cc1nsc(NC(=O)c2cc(-c3cccc(C(F)(F)F)c3)oc2C)n1	-19
Cn1c(=O)c2c(nc(OC/C=C/c3ccccc3)n2C)n(C)c1=O	-10
CC(NS(=O)(=O)c1ccc(F)cc1)C(c1cccs1)N1CCN(C)CC1 (stereo not given)	1
CSc1nc2cc(F)c(F)cc2n1C	-3
COc1ccccc1NC(=O)NC(N)=O	10
O=C(Nc1ccccc1Oc1ccccc1)c1cnccn1	-13
O=c1nc(N2CCOCC2)nc2n1CCO2	-13
O=C(CSc1nnc2ccccn12)N1CCOCC1	-21
COc1ccc(S(=O)(=O)N2CCn3c2nc2ccccc23)cc1	-5
COc1cc(Cn2c(C(=O)O)cc3sccc32)cc(OC)c1OC	-5
CC(C)C1CC(c2csc(N)n2)CCO1 (stereo not given)	-25

Reprinted from the part before: 2 entries, then new ones.
SMILES	E coli WT inh
COc1cc(Cn2c(C(=O)O)cc3sccc32)cc(OC)c1OC	-5
CC(C)C1CC(c2csc(N)n2)CCO1 (stereo not given)	-25
Cn1c(=O)oc2cc(S(=O)(=O)N3CCN(c4ccccn4)CC3)ccc21	11
Cc1c(NC(=O)C(C)OC(=O)c2cc3c4ccccc4n(C)c3s2)c(=O)n(-c2ccccc2)n1C (stereo not given)	9
Cc1cc(C)c(S(=O)(=O)N(C)CC(=O)NC2CCCC2)c(C)c1	0
CC1(C)NC(=O)N(CCCCOc2cccc(C(F)(F)F)c2)C1=O	7
N#CC(C(=O)C1CCCCC1)c1nc2ccccc2[nH]1 (stereo not given)	0
O=C(Nc1ccon1)C1CCN(S(=O)(=O)c2cccs2)CC1	-15
O=C(COC(=O)CCc1c[nH]c(=O)[nH]1)Nc1ccccc1Cl	-13
COc1ccc(Cc2noc(-c3ccc(C)cc3)n2)cc1	14
CCC(CC)c1nnc(NS(=O)(=O)Cc2ccccc2)s1	-22
Cc1cc(Nc2ccccc2N2CCOCC2)n2ncnc2n1	-5
Cc1cc(C(C)(C)C)oc1C(=O)N1CCN(C(=O)c2oc(C(C)(C)C)cc2C)CC1	-25
CCn1nnnc1SCCSc1nnnn1CC	-10
CCCC(C(=O)NCc1ccco1)N(C(=O)CNS(=O)(=O)c1ccc(Cl)cc1)C1CCCC1 (stereo not given)	20
Cc1ncsc1CCSc1n[nH]c(=O)n1-c1ccccc1	-21
COC(=O)c1ccccc1NC(=O)NCc1ccco1	-17
O=C(Nc1ccccc1C(=O)N1CCCCC1)C1CCCCC1	-1
O=C(c1ccc(Br)cc1)C1CCc2occc2C1=O (stereo not given)	-18
O=S(=O)(c1ccccc1)N1CCN(C2CCCCCCC2)CC1	1
CC(=O)c1ccc(N2CCN(C(=O)C3CCC3)CC2)cc1	-15
CCN(CC)C(=O)CSc1nc2ccc(NC(=O)CSc3nccn3C)cc2s1	8
CCOC(=O)c1cc(OC(=O)c2cccs2)n(-c2ccccc2)n1	-16
CS(=O)(=O)N(CCc1ccccc1)CC(=O)NCc1cccnc1	-19
CCc1nccn1S(=O)(=O)c1ccc(C)c(C)c1	-6
COc1ccc2c(C)nc(Nc3nc(C)cc(C)n3)nc2c1	-2
O=C(Nc1ccc2c(c1)OCO2)c1cncc(Br)c1	-1

Another view of 14 compounds above:
canonical_smiles | E coli WT inh
CC1(C)NC(=O)N(CCCCOc2cccc(C(F)(F)F)c2)C1=O | 7
N#CC(C(=O)C1CCCCC1)c1nc2ccccc2[nH]1 (stereo not given) | 0
O=C(Nc1ccon1)C1CCN(S(=O)(=O)c2cccs2)CC1 | -15
O=C(COC(=O)CCc1c[nH]c(=O)[nH]1)Nc1ccccc1Cl | -13
COc1ccc(Cc2noc(-c3ccc(C)cc3)n2)cc1 | 14
CCC(CC)c1nnc(NS(=O)(=O)Cc2ccccc2)s1 | -22
Cc1cc(Nc2ccccc2N2CCOCC2)n2ncnc2n1 | -5
Cc1cc(C(C)(C)C)oc1C(=O)N1CCN(C(=O)c2oc(C(C)(C)C)cc2C)CC1 | -25
CCn1nnnc1SCCSc1nnnn1CC | -10
CCCC(C(=O)NCc1ccco1)N(C(=O)CNS(=O)(=O)c1ccc(Cl)cc1)C1CCCC1 (stereo not given) | 20
Cc1ncsc1CCSc1n[nH]c(=O)n1-c1ccccc1 | -21
COC(=O)c1ccccc1NC(=O)NCc1ccco1 | -17
O=C(Nc1ccccc1C(=O)N1CCCCC1)C1CCCCC1 | -1
O=C(c1ccc(Br)cc1)C1CCc2occc2C1=O (stereo not given) | -18

(listing goes on)
SMILES	E coli WT inh
c1ccc(CSc2nnc(-c3cccs3)n2Cc2ccco2)cc1	2
c1ccc(CNc2ccc3c(c2)ncn3C2CCCCC2)nc1	-3
N#CC1=C(N)N=C(SCc2ccccc2)C(C(N)=O)C12CCCCC2 (stereo not given)	-19
CCOC(=O)c1c(C(F)(F)C(F)(F)C(F)(F)C(F)(F)F)n[nH]c1C	-2
CCN(CC)CCNc1ccnc2cc(Cl)ccc12	-15
COC(=O)C(O)(CC(=O)c1ccc(OC)cc1)C(F)(F)F (stereo not given)	4
CCn1c(CNc2ccc(C)cc2)nnc1SCC(=O)NCc1ccccc1	7
CCC(=O)Nc1nc(OC)cc(OC)n1	-16
COc1ccc(C(=O)Cn2c(N3CCCCC3)nc3c2c(=O)n(C)c(=O)n3C)cc1OC	-3
O=C(Nc1ccc2c(c1)OCO2)c1c(F)cccc1F	19
O=C(O)C1C2C=CC(C3CC23)C1C(=O)NCCc1ccccc1 (stereo not given)	-2
Cc1oc2nc(SCC(=O)NCc3cccnc3)nc(N)c2c1C	7
COc1ccc(S(=O)(=O)Cc2ccc(C(=O)N3CCN(Cc4ccccc4)CC3)o2)cc1	7
O=C(C1=C(O)C(=O)N(c2ncccn2)C1c1cccc(Cl)c1)c1ccco1 (stereo not given)	-5
CCCNC(=O)CN(c1ccc(F)c(Cl)c1)S(C)(=O)=O	-17
Cc1nc2c(o1)CCc1ccccc1C2O (stereo not given)	19
CSc1nc(NC(C)(C)C)nc(Oc2ccc(=O)[nH]n2)n1	-3
CCC(=O)c1ccccc1OCCCn1cncn1	2
CCOc1ccccc1NS(=O)(=O)c1ccc(Br)s1	-26
Cc1nc(NCc2ccco2)[nH]c(=O)c1CCC(C)C	-12
Cc1c(C(=O)OC2CCC(C)CC2)[nH]c2c1C(=O)CCC2 (stereo not given)	13
CC1(C)OC(=O)C(=CNc2ccccc2F)C(=O)O1	-4
COc1ccc(NC(=O)CSC2CCCCC2)cc1	-14
N#CC1=C(N)OC2=C(CCC/C2=C/c2ccoc2)C1c1ccoc1 (stereo not given)	3
CC(NC(=O)Nc1ccccc1O)(C(F)(F)F)C(F)(F)F	-11
More compounds
SMILES	E coli WT inh
CCOC(=O)C1CCCN(C(=O)c2ccc(CS(=O)(=O)c3ccc(Br)cc3)o2)C1 (stereo not given)	7
CCCN(CCC)c1ncnc2c1cnn2-c1ccc(OC)cc1	-9
O=C(CSc1nnc(-c2ccccc2)o1)NC1CCCCC1	-4
CCOC(=O)C1=C(N)Oc2cc(O)ccc2C1c1cccnc1 (stereo not given)	-21
O=C(CN1CCOCC1)NCc1ccccc1	-22
CC(NS(=O)(=O)c1ccccc1)C(c1cccs1)N1CCN(C)CC1 (stereo not given)	-2
CC(C)CCSc1nc2c(c(=O)[nH]c(=O)n2C)n1CCCc1ccccc1	1
O=C(CSc1nnc2scc(-c3ccc(Cl)cc3)n12)NCc1ccc2c(c1)OCO2	2
COC(=O)c1ccc(Oc2nc(NC(C)C)nc(SC)n2)cc1	-19
CC(=O)Nc1cccc(OCC(=O)NS(=O)(=O)c2ccc(Cl)cc2)c1	-17
Cc1cc(=O)n2[nH]c(-c3ccc(Cl)cc3)cc2n1	2
Cc1c(NC(=O)CSc2nnc(-c3cccc(Cl)c3)o2)c(=O)n(-c2ccccc2)n1C	-14
O=C(Nc1cccnc1)c1cc2nc(C3CC3)cc(C(F)(F)F)n2n1	-20
COC(=O)C1CCCN1C(=O)c1cccs1 (stereo not given)	-17
Nc1nc(N)c2nc(-c3ccccc3)c(N)nc2n1	3
CC(=O)C1=C(N2CCCCC2)CCC1=O	-5
Cc1ccc(CN2CCN(C(=O)C3CCCO3)CC2)cc1 (stereo not given)	-16
O=C(Nn1cnnc1)c1cc2cc(Br)ccc2oc1=O	-23
CSc1nnc2c3ccccc3n(CCc3ccccc3)c2n1	8
C[C@H]1C[C@H]2[C@@H]3CCC4=CC(=O)C=C[C@]4(C)[C@@]3(Cl)[C@@H](O)C[C@]2(C)[C@@]1(O)C(=O)CO	4
O=C(CN1CCOCC1)N1CCN(c2nnc(-c3ccccc3)c3ccccc23)CC1	-15
CCCCNC(=O)OCCNC(=O)NC	-1
Nc1c2c(nc3ccn(Cc4ccccc4)c(=O)c13)CCC2	-15
CCOc1cc(NC(=O)c2ccco2)c(OCC)cc1NC(=O)Cc1cccc(OC)c1	3
COc1ccc(CNC(=O)C2CC(=O)N(c3ccc(OCC(=O)N4C(C)CCCC4C)cc3)C2)cc1 (stereo not given)	-21
(next part)
SMILES	E coli WT inh
CCC(NS(=O)(=O)c1ccc(C)cc1)C(=O)Nc1ccc(NC(C)=O)cc1 (stereo not given)	-26
CCOc1cc(N2CCOCC2)c(OCC)cc1NC(=O)COC(=O)CCc1c[nH]c2ccccc12	-6
O=C(NC1CCCCCC1)c1cc(S(=O)(=O)N2CCC3(CC2)OCCO3)ccc1F	1
COc1ccccc1Nc1nc(N)nc(CSc2nnc(C)s2)n1	-22
CCOC(=O)c1ccc(-c2c(C(=O)OCC)oc3cc(O)c(CC)cc3c2=O)o1	-2
CCn1cc(C(=O)NCC2COc3ccccc3O2)c2cc(OC)c(OC)cc2c1=O (stereo not given)	-3
Cc1ccc(C(=O)CSc2ccccn2)cc1	-16
O=C(Cc1ccc(Cl)cc1)Nc1ccc(N2CCN(C(=O)c3ccco3)CC2)cc1	7
CCOC(=O)N1CCC(NC(=O)CSCc2nc(-c3cccc(OC)c3)oc2C)CC1	-4
CCOCCCNC(=O)C1CCN(C(=O)Nc2ccc(Cl)cc2)CC1	-3
CCOC(=O)N1CCN(C(=O)Cn2ncn3nc(-c4cccs4)cc3c2=O)CC1	4
CS(=O)(=O)N(CC(N)=O)c1ccc(F)c(Cl)c1	-17
O=C(CN1C(=O)COc2ccc(Cl)cc21)Nc1ccc2c(c1)OCCO2	-20
CCCCC(=O)Nc1ccc2c(c1)OCCO2	-10
C(=C\c1ccccc1)/CN1CCN(Cc2ccc3c(c2)OCCO3)CC1	14
O=C(CSc1nc(-c2ccccc2)cc(=O)[nH]1)N1CCc2ccccc21	-4

The list is partial; rates above refer to the full screens.
